WT yeast gro inh: growth inhibition of WT yeast, mitochondrial fusion screen; mitochondrial fusion phenotypic screen, WT strain; inhibition, % at 10 µM; hit rate 2.1% among 190,000; AID 1362; in the data active = inhibition above about 58%; tested in S. cerevisiae
Autophagy HCS: modulators of autophagy. AID 463193. hit rate 0.98% among 190,000. MEF GFP-LC3 puncta imaging; test concentration mostly 10 µM. calls only at 10 µM (by protocol);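 active = percentage of spot-positive cells more than 3 SD above its plate mean, without a fluorescence outlier flag or 80% toxicity; inconclusive = no clear call, values can overlap the other calls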;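 also: spot-positive cell cutoff set from DMSO-treated cells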
HEK293 NOD2/NF-kB: NOD2 signaling inhibitors, cell-based, luminescence, uHTS, HEK293 (AID 1566). hit rate 0.63% among 290,000. one-dose inhibition, % at 4 µM; EC50 in µM for titrated hits. HEK293 NOD2/NF-kB luciferase reporter, luminescence; higher % means a stronger effect; in the data active = inhibition above about 50%; also: many of its hits are not listed in these tables
Dynein transport: blocks dynein driven cargo transport along microtubules. z-score, hits read low. hit rate 0.47% among 220,000. 3617.4 mouse cells, GR-EGFP nuclear translocation imaging; test concentration mostly 20 µM; stimulated with dexamethasone, 1 µM; active compounds read low;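 active = plate z-score of nuclear minus cytoplasmic receptor signal below a set negative limit, without overly bright fluorescence or cell loss, cut at about -3.5 in these data, passing the limit was not always enough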;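 also: z-score of nuclear minus cytoplasmic ring GR-EGFP intensity difference per well; some compounds called inactive have numbers as strong as hits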
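medium = tetracycline-free induction medium containing charcoal-stripped FBS | probe or stimulus = dexamethasone, 1.0 µM final | timing = 48 h induction, then 1 h compound, then 30 min agonist, 37 °C | detection = automated 10x imaging of fixed Hoechst-stained cells | read-out basis = nuclear versus cytoplasmic GR-EGFP signal, averaged per well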
bCat nuc transl: modulators of beta-catenin nuclear translocation | hit rate 0.3% among 190,000 | nuclear translocation activity, % at 5 µM | HeLa beta-catenin nuclear translocation, immunofluorescence imaging;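 active = nuclear translocation activity above 50% at 5 µM, with a well cell count of 50 or more; inconclusive = wells under 50 cells across six images, flagged as toxic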;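 also: per-cell ratio of nuclear to cytoplasmic median beta-catenin stain intensity; plate controls were DMSO negative control for no effect and GSK-3 inhibitor IX positive control for full effect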
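Read-out: Nuclear/cytoplasmic beta-catenin signal ratio, % activation | Assay system: Human HeLa cell line | Times: 24 h compound exposure at 37°C, 5% CO2 | Signal: Fluorescence imaging of beta-catenin antibody stain plus DAPI | Dosing: 5 µM primary, 0.02–20 µM confirmation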
Yfh1-depleted yeast: enhancers of respiration in Yfh1-depleted yeast, dose response, Friedreich's ataxia, plus single-dose screen (AID 1465); S. cerevisiae Yfh1-off respiration, WST-1 reduction, 72 h; higher fold induction means a stronger effect; hit rate 0.074% among 220,000; fold induction at 50 µM; hits with a dose series show EC50 in µM;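 active = fold induction of absorbance versus untreated yeast above a set limit, then at least 30% activation at any dose in follow-up; inconclusive = repeats straddling the limit, or above it without dose testing; inactive = fold induction below the set limit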;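 also: activators that raise dye reduction in frataxin-depleted yeast; strong numbers were not always called active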
Ins promoter up: MIN6 insulin promoter up-regulation; MIN6 insulin promoter-GFP reporter, high-content imaging; active compounds read high; z-score at 5 µM; hit rate 0.3% among 190,000;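 active = z-score above 3 at 5 µM with at least 500 cells counted in the well; inconclusive = wells under 500 cells, flagged as cytotoxic or low count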
Lipid droplet: modulators of hepatic lipid droplet formation; AML12 mouse hepatocytes, oleate lipid droplets, BODIPY imaging; inhibition, % at 6.5 µM; hit rate 0.4% among 240,000; AID 1656;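 active = lipid droplet intensity inhibited by at least 50%, with more than 500 cells counted; inconclusive = wells with under 300 cells, treated as cytotoxic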
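Test system: AML12 mouse liver cells; schedule: overnight exposure; technique: high-content imaging of BODIPY-stained droplets and DAPI nuclei; read-out: % inhibition of corrected integrated BODIPY droplet signal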
MT stabilizer: stabilizes microtubules in HeLa cells; HeLa tubulin immunostaining HCS, 24 h; share of cells brighter than vehicle mean+2SD; % tubulin-high responders, % at 10 µM; hit rate 0.83% among 200,000; AID 2205;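 active = plate Z-score above 3 for both tubulin-high and condensed-nucleus cell shares, with cell loss under 80%, at 10 µM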;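 also: anti alpha tubulin signal scored within the nucleus-defined area of each cell; some results filed as inactive read as strong as hits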
WT yeast gro inh mutant strain: also measured in WT yeast gro inh; calls as there; inhibition, %; mitochondrial fusion phenotypic screen, mutant strain inhibition
Dynein transport cytoplasmic EGFP: second read-out of Dynein transport, no call of its own (marks repeat the call); z-score; measured here: cytoplasmic GR-EGFP intensity; active compounds read high
Dynein transport nuclear GR-EGFP: further read-out of Dynein transport, marked with its call; z-score; measured here: nuclear GR-EGFP intensity;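 lower value marks the stronger effect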
Dynein transport cell count: further read-out of Dynein transport, marked with its call; z-score; measured here: cell count per field
Ins promoter up cell count: recorded beside Ins promoter up, whose call it bears; cell count; measured here: cytotoxicity, nuclei count;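 total cells summed across four imaged fields per well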
Lipid droplet cells 6.5 µM: recorded beside Lipid droplet, whose call it bears; cell count; measured here: cell count, cytotoxicity flag;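 cells counted across two imaged fields per well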
bCat nuc transl cell count 5 µM: also measured in bCat nuc transl; calls as there; cell count; measured here: cell count, cytotoxicity flag
MT stabilizer Hoechst-high %: second read-out of MT stabilizer, no call of its own (marks repeat the call); % Hoechst-high responders; measured here: nuclear condensation Hoechst responders;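 share of cells brighter than vehicle mean plus two SD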
MT stabilizer cytotoxicity %: recorded beside MT stabilizer, whose call it bears; toxicity, %; measured here: cytotoxicity by cell density;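 0% = mean cell density of plate MIN control wells and 100% = no cells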
Autophagy HCS cell loss 18 h: recorded beside Autophagy HCS, whose call it bears; toxicity, %; measured here: cell loss, nuclei count;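 cell loss after 18 h compound exposure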
* hit, by the source's call; i = inactive; ? = inconclusive; · = not tested or not shown. Not all compounds are listed. The share of hits here may be higher or lower than overall.

Every second line gives: WT yeast gro inh	WT yeast gro inh mutant strain	Autophagy HCS	Autophagy HCS cell loss 18 h	HEK293 NOD2/NF-kB	Dynein transport	Dynein transport cytoplasmic EGFP	Dynein transport nuclear GR-EGFP	Dynein transport cell count	bCat nuc transl	bCat nuc transl cell count 5 µM	Yfh1-depleted yeast	Ins promoter up	Ins promoter up cell count	Lipid droplet	Lipid droplet cells 6.5 µM	MT stabilizer	MT stabilizer Hoechst-high %	MT stabilizer cytotoxicity %
> CC1/C(=N/O)C(CN(C)C)C2CC1C2(C)C (stereo not drawn)
    -11	9	i	-4	13%	0.2	-0.27	-0.076	0.33	0.3	931	i	1.8	1291	-3	730	3.2	2.3	6.1
> CCOC(=O)c1ccc(NC(=O)c2ccccc2C)cc1
    5	1	i	8	-32%	2.4	-0.2	1.7	-2	·	·	i	0.37	1252	-10	688	3.1	3.7	12
> CCC(=O)N(C)CCc1cc2c(c(OC)c1/C=N/NC(=O)c1ccccc1O)OCO2
    4	5	i	30	2%	0.093	-0.22	0.27	0.66	-1.2	1040	i	0.02	1349	-14	600	3.2	2.1	1.5
> COc1ccc(C(=O)Nc2cnn(Cc3ccc(Cl)cc3)c2)cc1OC
    -3	-2	i	-9	-17%	1.2	-0.27	0.55	-0.79	·	·	i	-0.71	1356	0	704	3.0	4.5	8.3
> O=C(O)c1cc(O)ccc1-c1ccc(O)cc1
    -7	10	i	6	6%	3.1	-0.0033	1.7	-1.5	0.1	1114	i	0.9	1373	·	·	1.1	2.3	12
> COC(=O)c1ccccc1S(=O)(=O)N(Cc1cc2ccc(OC)cc2[nH]c1=O)CC1CCCO1 (stereo not drawn)
    -3	13	i	-7	-19%	0.51	0.024	0.94	-2.2	0.4	987	i	-0.23	1231	-1	766	4.5	2.5	4.1
> CCCCCCCN=CC1=C(O)CC(c2ccccc2)CC1=O (stereo not drawn)
    28	-2	i	12	4%	0.61	-0.11	0.46	-1.5	·	·	i	-0.08	1216	13	723	3.8	2.2	3.7
> Cc1cc(C)n(C(=O)c2ccc(Cn3nc(C)c(Br)c3C)o2)n1
    4	-9	i	-7	10%	0.028	-0.19	0.54	-0.69	-1.9	1250	i	0.39	1263	19	771	3.9	2.4	5.8
> Nc1ccc2nc(SCC(=O)Nc3ccc(N4CCOCC4)c(Cl)c3)sc2c1
    11	-3	i	6	-19%	-0.055	-0.19	-0.036	-0.11	0.0	925	i	-0.2	1044	-1	733	1.5	2.3	7.9
> CN(C)S(=O)(=O)Oc1cccc(C(=O)Nc2ccccc2Cl)c1
    30	17	i	1	-20%	-0.31	-0.16	-0.24	0.6	0.7	1470	i	2.3	1062	·	·	1.1	1.2	7.0
> CO/N=C/CC(=O)c1ccc(-c2ccccc2)cc1
    -1	0	i	16	5%	0.43	-0.2	0.35	0.025	1.7	1518	i	0.24	1514	4	705	4.4	1.7	5.6
> CCOC(=O)c1cc(C(=O)NCc2ccc(Cl)cc2Cl)nn1C
    35	14	i	14	-12%	0.75	-0.19	0.58	-1.3	0.1	566	i	?	·	-9	688	4.6	1.9	1.4
> CSc1nc(N)c2c3c(sc2n1)COC(C(C)C)C3 (stereo not drawn)
    -25	-15	i	2	8%	0.014	-0.26	-0.063	0.72	·	·	i	-1	913	4	748	4.2	2.8	1.1
> COc1ccc(C(=O)NC(C(=O)NCCc2ccc3c(c2)OCCO3)C(C)C)cc1 (stereo not drawn)
    -9	10	i	2	4%	-0.67	-0.27	-0.55	1.3	-0.2	1070	i	-0.15	1260	5	742	0.7	1.8	6.0
> CCC(C)c1ccc(O)c(N)c1 (stereo not drawn)
    6	-4	i	4	5%	-0.7	-0.17	-0.32	1.1	1.8	1112	i	·	·	·	·	3.0	5.8	6.6
> O=C1NCCCC1C(=O)N/N=C/c1ccccc1[N+](=O)[O-] (stereo not drawn)
    ·	·	·	·	4%	-0.81	-0.29	-0.41	1.5	-4.3	1038	i	0.07	1346	-7	693	·	·	·
> c1ccc(Cn2nnnc2C(c2cccs2)N2CCOCC2)cc1 (stereo not drawn)
    2	-15	i	11	10%	-0.38	-0.18	0.18	-0.35	1.6	1000	i	0.43	806	0	774	1.7	2.4	8.8
> Cc1cccc(N=C2NN=C(c3c[nH]c4ccccc34)CS2)c1
    14	-11	i	-3	9%	0.38	-0.18	0.53	-1.1	0.7	506	i	0.33	1248	4	729	4.6	3.3	0.3
> CN(CC(=O)Nc1cccc([N+](=O)[O-])c1)S(=O)(=O)c1ccccc1
    18	4	i	21	14%	-0.51	-0.23	-0.043	-0.19	0.1	1539	i	-0.43	1503	·	·	1.3	1.6	2.0
> CC(=O)Nc1ccc(SCC(=O)Nc2cc(C)on2)cc1
    -8	4	i	20	0%	0.88	-0.3	0.83	-0.3	2.1	1002	i	0.19	1067	-9	618	3.5	3.1	4.9

Next section
Every second line gives: WT yeast gro inh	WT yeast gro inh mutant strain	Autophagy HCS	Autophagy HCS cell loss 18 h	HEK293 NOD2/NF-kB	Dynein transport	Dynein transport cytoplasmic EGFP	Dynein transport nuclear GR-EGFP	Dynein transport cell count	bCat nuc transl	bCat nuc transl cell count 5 µM	Yfh1-depleted yeast	Ins promoter up	Ins promoter up cell count	Lipid droplet	Lipid droplet cells 6.5 µM	MT stabilizer	MT stabilizer Hoechst-high %	MT stabilizer cytotoxicity %
> Cc1cc(C)n2nc(SCCC(=O)NCc3ccccc3)nc2n1
    -12	13	i	1	14%	-0.34	-0.3	0.13	0.82	-1.4	1067	i	-0.39	1300	13	665	4.8	3.3	5.8
> O=C(N/N=C/c1ccc(Cl)cc1Cl)c1n[nH]c2c1CCCC2
    10	5	i	19	-89%	-0.26	-0.24	-0.17	1.8	20	572	i	0.01	1136	16	713	22*	27*	54*
> Cc1cc([N+](=O)[O-])ccc1NC(=O)c1ccco1
    -9	0	i	-2	-14%	0.0017	-0.073	0.21	-0.6	-0.8	995	i	1	1652	-1	644	6.0	2.5	5.7
> O=C1c2cccnc2-c2ncccc21
    35	41	i	-11	8%	-0.04	-0.26	0.13	-0.83	-2.3	1421	i	0.63	1377	·	·	4.8	2.6	3.0
> CC1CC(C)CN(CCCNC(=O)Cc2c(C(=O)O)[nH]c3ccccc23)C1 (stereo not drawn)
    5	0	i	5	-3%	3.1	0.26	2.9	-2.1	-0.9	1442	i	-0.47	1595	·	·	6.4	2.3	9.4
> CCOC(=O)c1cnc(-c2ccccc2O)nc1Cl
    7	-5	i	7	-4%	-0.44	-0.13	-0.12	0.17	1.8	1097	i	-0.45	1320	-2	680	2.7	2.1	7.8
> CN(c1ccccc1C(=O)NCc1ccccn1)S(C)(=O)=O
    12	22	i	2	19%	-0.44	-0.22	-0.32	0.092	·	·	i	-0.86	1219	0	698	1.9	2.0	30
> CCOc1ccccc1C(=O)NCC(=O)O
    1	-2	i	-7	26%	0.8	-0.24	0.44	-0.16	-1.5	1168	i	1	953	0	693	5.2	0.9	10
> CCOc1ncccc1C(=O)OCC(=O)c1cccc(Br)c1
    -13	15	i	4	-5%	-0.074	-0.34	0.4	0.01	-1.3	1080	i	-0.14	1198	34	713	3.9	3.0	8.1
> Cc1cc(C)c2c(C)[nH]nc2n1
    ·	·	·	·	-4%	-0.81	-0.28	0.18	0.82	-0.1	1267	i	0.01	1075	-5	745	·	·	·
> CCOC(=O)c1c(-c2ccccc2)csc1NC(=O)c1nn(CC)cc1Br
    ·	·	i	4	15%	-0.3	-0.24	-0.17	0.044	1.1	1083	i	-1.9	1376	36	753	2.8	2.0	14
> Cc1ccc(S(=O)(=O)N(C)CC(=O)O/N=C(\N)c2ccccn2)cc1
    -17	-4	i	4	21%	-0.32	-0.22	-0.39	0.93	4.1	1341	i	0.63	1485	·	·	1.4	1.4	6.1

Screens from PubChem.
